hcGAS lum: blocks human cGAS activity. Q8N884. recombinant h-cGAS, ATP depletion, Kinase-Glo luminescence. inhibition, % at 12.5 µM. 290,000 tested, 0.081% active. AID 1259398;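 also: 0% = vehicle reaction and 100% = reaction without DNA for no activity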
Target sequence (Q8N884 whole entry, looked up): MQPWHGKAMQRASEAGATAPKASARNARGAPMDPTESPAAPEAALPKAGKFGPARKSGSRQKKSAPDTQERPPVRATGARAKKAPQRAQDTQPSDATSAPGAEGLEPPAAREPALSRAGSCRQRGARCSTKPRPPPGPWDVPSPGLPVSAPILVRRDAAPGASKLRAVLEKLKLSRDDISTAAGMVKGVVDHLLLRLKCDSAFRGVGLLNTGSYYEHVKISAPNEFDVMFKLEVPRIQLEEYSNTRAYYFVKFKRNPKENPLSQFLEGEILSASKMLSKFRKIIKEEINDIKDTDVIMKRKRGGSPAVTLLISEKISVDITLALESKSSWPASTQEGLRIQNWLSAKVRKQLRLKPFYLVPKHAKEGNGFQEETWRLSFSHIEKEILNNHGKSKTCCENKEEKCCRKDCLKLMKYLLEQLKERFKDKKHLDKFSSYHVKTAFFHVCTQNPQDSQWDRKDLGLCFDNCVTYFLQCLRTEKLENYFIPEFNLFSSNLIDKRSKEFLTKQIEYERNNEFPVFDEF
mcGAS inh: mouse cGAS inhibition by luminescence | recombinant cGAS, Kinase-Glo ATP depletion luminescence | Q8C6L5 | inhibition, % at 12.5 µM | 160,000 tested, 0.15% active;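 also: 0% = negative control wells and 100% = reference inhibitor with no enzyme activity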
NPYLR7 ag: mosquito NPYLR7 agonism; HEK293T NPYLR7/Galpha15, GCaMP6s calcium fluorescence; 270,000 tested, 0.15% active; activation, % at 10 µM; in the data active = activation above about 40%;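 also: 0% = vehicle and 100% = reference agonist at the receptor; some compounds past the cut are filed as inactive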
Numbers without * were called inactive; x = not tested or not shown; & = joins results of further samples. Rule as the data show it, unless noted: active = inhibition above about 40%; inactive = the rest.

SMILES | hcGAS lum | mcGAS inh | NPYLR7 ag
COCCN(CC(=O)N(CCc1c[nH]c2ccccc12)Cc1ccc(OC)cc1)C(=O)C1CCCC1 | 1 | -1 | 1
CC(C)CNC(=O)CSc1nnnn1-c1ccc(OC(F)(F)F)cc1 | -9 | x | -8
CN1CC2(CCCN(C(=O)c3ccc(-c4ccn[nH]4)cc3)C2)OC1=O (stereo not drawn) | -9 | x | -1
Cc1cccc(NC(=O)CNc2ccc(-n3cccn3)c(F)c2)c1C | 6 | 2 | -10
CCc1nc2n(n1)C(=O)C(C(c1ccc(C)cc1)N1CCN(C)CC1)S2 (stereo not drawn) | -6 | -9 | -4
CCOC(=O)c1[nH]c(C)c(C(=O)C(C)N(CCOC)S(=O)(=O)c2ccc3ccccc3c2)c1C (stereo not drawn) | -7 | -4 | -11
COc1ccccc1CNC(=O)C1(C)CCN(C(C)C)C1 (stereo not drawn) | -12 | x | 2
CCc1ccc(C(=O)Nc2ccc(OC)cc2C(=O)NC2CC2)o1 | 7 | x | -8
Cc1noc(C)c1NC(=O)CCCCOc1cccc(C#N)c1 | -4 | x | 1
N#CCOc1coc(CN2CCN(c3cccc(Cl)c3)CC2)cc1=O | -3 | -4 | 0
NC(=O)C1CCCN(C(=O)c2ccc3ccccc3c2)C1 (stereo not drawn) | -16 | x | 5
Cc1ccccc1-n1c(SCC(=O)N2CCN(C(=O)c3ccc(C(C)(C)C)cc3)C(C)C2)nnc1-c1ccco1 (stereo not drawn) | -1 | -4 | 5
CS(=O)(=O)CCn1nc(-c2ccc(Cl)s2)oc1=S | -5 | x | 3
C=C(C)Cn1c(=O)c2c(nc3n2CCCN3c2ccc(OCC)cc2)n(C)c1=O | -6 | x | -5
Cc1cc(C(=O)N[C@@H]2C[C@H]3C(=O)NCC(=O)N3C2)c2ccc(C)c(C)c2n1 | -8 | x | 5
C/C=C/C(=O)N1CCC(Cc2ccc(C(F)(F)F)cc2)CC1 | 4 | 0 | 4
Cc1ccc(CSc2nc(CC(=O)NCc3nnc(C)o3)cs2)cc1 | -2 | x | 0
COCc1nc(NCc2cnc3c(C)cccn23)c2cnn(C)c2n1 | 2 | x | 7
CCOC(=O)c1c(NC(=O)c2ccccc2)sc(C(=O)Nc2ccccc2OC)c1C | -7 | x | -6
C/C=C/C(=O)N1CCc2c([nH]c3ccc(OC)cc23)C1c1ccc(C(F)(F)F)cc1 (stereo not drawn) | -17 | -9 | 7
CCCn1c(C)c(CC(=O)NC(C)Cn2cccn2)c2c1CC(C)(C)CC2=O (stereo not drawn) | -9 | -12 | 16
O=C(c1ccccc1-c1nn[nH]n1)N1CCCC(Nc2ccc(F)cc2)C1 (stereo not drawn) | 3 | x | 0
NC(=O)c1nc(-c2cc(Br)ccc2O)nc2c1[nH]c(=O)n2-c1ccccc1F | -3 | x | 13
Cc1ccc([N+](=O)[O-])cc1C(=O)NN=Cc1ccco1 | 0 | -5 | 1
CN(CCNC(=O)c1cc2c(s1)CS(=O)(=O)C2)C1CCCCC1 | -5 | -3 | 6

The last 7 entries of the section above open the next one.
SMILES | hcGAS lum | mcGAS inh | NPYLR7 ag
CCOC(=O)c1c(NC(=O)c2ccccc2)sc(C(=O)Nc2ccccc2OC)c1C | -7 | x | -6
C/C=C/C(=O)N1CCc2c([nH]c3ccc(OC)cc23)C1c1ccc(C(F)(F)F)cc1 (stereo not drawn) | -17 | -9 | 7
CCCn1c(C)c(CC(=O)NC(C)Cn2cccn2)c2c1CC(C)(C)CC2=O (stereo not drawn) | -9 | -12 | 16
O=C(c1ccccc1-c1nn[nH]n1)N1CCCC(Nc2ccc(F)cc2)C1 (stereo not drawn) | 3 | x | 0
NC(=O)c1nc(-c2cc(Br)ccc2O)nc2c1[nH]c(=O)n2-c1ccccc1F | -3 | x | 13
Cc1ccc([N+](=O)[O-])cc1C(=O)NN=Cc1ccco1 | 0 | -5 | 1
CN(CCNC(=O)c1cc2c(s1)CS(=O)(=O)C2)C1CCCCC1 | -5 | -3 | 6
O=C(NCCC1=CCCCC1)c1cc2c(s1)-c1ccccc1OC2 | -11 | -10 | 2
Cn1c(=O)oc2ccc(NCc3cc(C#N)ccc3F)cc21 | -5 | x | 11
CCN(Cc1ccccc1)c1nc(-c2ccc(F)cc2)nc2ccccc12 | -5 | -6 | -2
CCC(C)(C)c1ccc(Oc2ccc(NS(=O)(=O)C3CCN(C(C)=O)CC3)cc2)cc1 | -4 | x | 0
Cc1nn(CC(N)=O)c(C)c1[N+](=O)[O-] | -6 | -3 | 5
CN(C)C(=O)Sc1ccc(NS(=O)(=O)c2cnn(C)c2)cc1 | -10 | x | -3
N#Cc1ccc(Oc2cccc(C(=O)N3CCN(CCC(=O)NC4CC4)CC3)c2)cc1 | -7 | x | 6
CC(C)(C)C(=O)N1CCCC1C(=O)Nc1ccccc1Oc1cccnc1 (stereo not drawn) | -8 | -10 | -2
Cc1cnc(N(C)CCCc2nccn2C)nc1N(C)C | -10 | x | 0
CN(C)CCn1c2c(c(SCC(=O)Nc3nccs3)nc1=O)CCCC2 | -12 | -8 | -2
CSc1nn(Cc2ccc(C)cc2)c(N)c1S(=O)(=O)c1ccccc1 | -7 | -10 | 4
CC(C)(O)C#Cc1ccc(C(=O)N2CCC(c3ccccc3Cl)C2)o1 (stereo not drawn) | 1 | -9 | -1
COC(=O)Cc1cc(=O)[nH]c(N=C(NC(=O)c2ccccc2)Nc2ccc(C)cc2)n1 | 0 | -7 | -5
O=[N+]([O-])c1cc2c3c(c1)C1C=CCC1CN3CC1CC=CC21 (stereo not drawn) | -3 | x | 4
COc1cccc(-c2nn(-c3ccccc3)c(OC(C)=O)c2-c2ccc(NC(=O)Cc3ccccc3)cc2)c1 | 1 | -8 | 23
CC(C)N(C(C)C)C(C(=O)N1C[C@@H](C)O[C@@H](C)C1)c1ccccc1 (stereo partly drawn) | 10 | 0 | -3
COc1ccc(OC)c(NC2OC(=O)c3c2ccc(OC)c3OC)c1 (stereo not drawn) | 1 | 1 | -9
O=C1NC2(C(=O)O)CCC(=O)N2c2ccccc21 (stereo not drawn) | 0 | -2 | 12
Cc1cc(C)c(S(=O)(=O)Nc2ccc(Nc3cc(-n4ccnc4)ncn3)cc2)cc1C | -1 | -10 | -13
Cc1cc(C)cc(C(=O)NCC(=O)Nc2ncn[nH]2)c1 | -4 | -11 | 6
CCc1nc(S(=O)(=O)CC2CCCCO2)n[nH]1 (stereo not drawn) | 6 | 3 | 2
Cc1nc(C)c(Cc2cccc(C(F)(F)F)c2)c(N2CCN(C(=O)C(C)(C)CCl)CC2)n1 | -7 | -9 | 1
C=CCNC(=O)CC12CC3CC(CC(Br)(C3)C1)C2 | -2 | x | -3
CCOC(=O)c1cnc(C)nc1N1Cc2ccccc2C1 | -5 | -6 | -8
Cc1ccc(C2(CN(C)Cc3cc(C(C)C)on3)CCNCC2)nc1 | -5 | -10 | 10
Next section
SMILES | hcGAS lum | mcGAS inh | NPYLR7 ag
S=c1nc(NC2CC2)c2ccccc2[nH]1 | -11 | x | 9
O=c1[nH]cnc2sc3c(c12)CCSC3 | -5 | -2 | 1
CC(=O)N[C@@H](Cc1cnc[nH]1)C(=O)N1C[C@@H]2C3CCC(CC3)[C@@H]2C1 | -6 | x | 3
C=CCn1c(N)cc(=O)nc1SCC(=O)OC1CC(C)CCC1C(C)C (stereo not drawn) | 1 | -3 | -1
Cc1cc(C(=O)Cn2ncc(Cl)c(Cl)c2=O)c(C)n1CCc1cccs1 | -1 | -5 | -3
O=C1SC(=C2SC(=O)N(c3ccccc3)C2=S)C(=S)N1c1ccccc1 | -6 | x | 10
CC(C)(O)C#Cc1ccc(CN2CCc3[nH]cnc3C2c2ccsc2)s1 (stereo not drawn) | -7 | x | 3
CCn1c(=CC=[N+](C)C)c2cccc3cccc1c32 | -6 | -6 | 4
COc1ccc2c(C)c(C(=O)NCCn3c(C)cc(C)nc3=O)oc2c1 | -9 | x | 1
Cc1ccc(C(=O)n2sc(=O)c3ccccc32)cc1 | -7 | x | -2
O=C(Cn1cnc([N+](=O)[O-])n1)N/N=C\c1cc(Br)c(O)c(Br)c1 | 3 | 21 | 0
Cc1cccc(-n2c(SCc3ccc(C(=O)NCc4ccncc4)cc3)nnc2-c2ccccc2Cl)c1 | -3 | -10 | 23
CCOc1ccccc1C(=O)Oc1coc(CSc2nccc(C)n2)cc1=O | 0 | 0 | -14
Cc1nc(C(F)(F)F)nc(N2CCCn3cncc3C2)c1C | -6 | -9 | x
O=C(NCC1CCCO1)c1cccnc1N1CCN(C(=O)c2ccc(-c3cccc(Cl)c3)s2)CC1 (stereo not drawn) | -1 | -4 | -3
CN1CCCC1CCNC(=O)CCc1nncn1C (stereo not drawn) | 5 | -3 | x
CCOc1ccccc1CNCc1cnc(SC)nc1N(CC)CC | -4 | -5 | 17
COc1cc(OC)c(OC)cc1C=C1N=C(c2ccc(C(F)(F)F)cc2)OC1=O | -4 | x | 13
N#Cc1cc2nc(O)c(O)nc2cc1[N+](=O)[O-] | 1 | -1 | 0
Cc1ccc(-n2nc(C(=O)NCc3ccco3)c(=O)n(Cc3ccc(C(F)(F)F)cc3)c2=O)cc1 | -2 | -4 | 6
CCCOCCCNC(=O)c1ccc(-c2n[nH]c3c2COc2ccccc2-3)cc1 | -2 | -6 | 30
COc1ccc(C2=NN(C(=O)CN3CCOCC3)C(c3ccc(OC)cc3OC)C2)c(OC)c1 (stereo not drawn) | -5 | -5 | 10
COC(=O)c1ccccc1NC(=O)CSc1nc(N)c2c3c(sc2n1)CCCC3 | -5 | -6 | -5
CN(Cc1cnc2nc(N)nc(N)c2n1)c1ccc(C(=O)N[C@@H](CCC(=O)O)C(=O)O)cc1 | -4&-7&0 | -4&-4 | -9&4&0
CNC(=O)Cn1cc(-c2nnc(-c3ccccc3)o2)c2ccccc21 | -6 | -8 | -1
The results go on.
SMILES | hcGAS lum | mcGAS inh | NPYLR7 ag
C=CCn1c(=O)c2c(nc3n2CCCN3c2ccc(OCC)cc2)n(C)c1=O | -5 | -4 | 3
Cc1[nH]cnc1CN(Cc1ccsc1)CC1CCCO1 (stereo not drawn) | -3 | -18 | 2
COCC1(C(=O)NC2CC(=O)N(Cc3ccccc3C(F)(F)F)C2)CCC1 (stereo not drawn) | -6 | -11 | 5
CN(C(=O)c1nc2ccccc2c(=O)[nH]1)C1Cc2ccccc2C1 | -10 | x | 15
CC1CN(CC(=O)NCc2ccc3c(c2)OCO3)Cc2cc(Cl)ccc2O1 (stereo not drawn) | 0 | -20 | -3
COc1cccc(NC(=O)CCC2CCN(C(=O)CCN3CCOCC3)CC2)c1 | -7&-1 | x | 1&13
COC(=O)c1ccc(CSc2nnc(Cn3ccc(=O)[nH]c3=O)o2)cc1 | -5 | -7 | -3
Cc1cccc(-n2[nH]c(=S)sc2=S)c1 | -5 | x | 1
CC1(C(=O)NS(=O)(=O)Cc2ccccc2C(F)(F)F)CCN1C(=O)CCc1ccccc1 (stereo not drawn) | -5 | x | 0
CCCCCCCCC(=O)Nc1ccc(N2CCCC2)c(C(=O)NC(C)C)c1 | -7 | -9 | 6
Cc1cc(C)c(S(=O)(=O)N(CCN2CCOCC2)CC(=O)N(Cc2ccc3c(c2)OCO3)Cc2ccc(C)o2)c(C)c1 | -7 | -4 | 31
CS(=O)(=O)c1ccc(C(NC(=O)CCCNC(=O)OCc2ccccc2)c2ccc3c(c2)CCO3)cc1 (stereo not drawn) | -5 | -4 | -4
CC(C)(C)c1ccc(CN(CCc2c[nH]c3ccccc23)C(=O)CN(Cc2ccc(Cl)cc2)C2CC2)cc1 | -10 | -5 | -1
Cc1cc(NC(=O)N(Cc2ccncc2)C2CC2)no1 | -6 | -22 | 4
CN(CC(F)F)C1CCN(C(=O)c2cccc(S(=O)(=O)N3CCCC3)c2)CC1 | -9 | x | 4
CCCCc1ccc(S(=O)(=O)N2CCN(c3nccc(-c4ccc(OCC)cc4)n3)CC2)cc1 | 5 | 1 | 6
Nc1cc(Cl)ccc1Sc1ccc(F)cc1 | -7 | x | 15
COCC(=O)N(Cc1cc(NC(=O)c2cccc(F)c2)ccc1N(C)C)C1CCCCC1 | -1 | -4 | -1
Cn1nc(C(=O)N2CCCC(C(=O)c3ccc(-c4ccccc4)cc3)C2)c2ccccc2c1=O (stereo not drawn) | -3&-7 | -10 | -5&10
O=C(c1ccc(Oc2ccccc2)o1)N1CCCn2cncc2C1 | -4 | x | 19
Nc1cc(-c2cccc(Cl)c2)nn1-c1ccc(C(=O)NCCc2ccccn2)cc1 | 1 | 1 | -5
COc1ccc(-c2nc3cc(N)c(C#N)c(=O)n3[nH]2)cc1 | 0 | x | 2
CCOC(=O)[C@H]1[C@@H](O)C(=O)N(Cc2ccccc2)C12CCN(C(=O)c1cccs1)CC2 | -4 | -7 | 1
Cc1ccccc1N=C(N)Nc1ccccc1C | -3 | x | 3
C=CCc1ccccc1OCCN(C)c1ncnc2oc(C)nc12 | -6 | -12 | -4
CCCCNC(=O)CSc1nc2ccccc2c(=O)n1CCCN(CC)CC | 1 | x | 4
CC(C)(C)c1ccc(C(=O)N2CCC3(CC2)SCCN3C(=O)c2ccc(F)cc2)cc1 | -3 | -4 | -8
CCNC(=O)C1CCN(c2cc(C(C)C)nc(C)n2)C1 (stereo not drawn) | -4 | x | 6
COc1ccc2oc(=O)n(C3CCN(C(=O)c4ccnc(Cl)c4)CC3)c2c1 | -7 | -8 | 18

Retrieved by compound from above (4):
SMILES | hcGAS lum | mcGAS inh | NPYLR7 ag
Cc1nn(CC(N)=O)c(C)c1[N+](=O)[O-] | -6 | -3 | 5
C=CCc1ccccc1OCCN(C)c1ncnc2oc(C)nc12 | -6 | -12 | -4
COC(=O)c1ccccc1NC(=O)CSc1nc(N)c2c3c(sc2n1)CCCC3 | -5 | -6 | -5
NC(=O)c1nc(-c2cc(Br)ccc2O)nc2c1[nH]c(=O)n2-c1ccccc1F | -3 | x | 13
